D2 agonist: HTS Assay for Allosteric Agonists of the Human D2 Dopamine Receptor: Primary Screen for Agonists; hit rate 0.53% among 340,000; activation, % at 2 µM; D(2) dopamine receptor (Homo sapiens), P14416; HEK293 T-REx D2 cells, calcium flux agonist mode;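 active = activation over 3 SD above normal in the single-dose calcium agonist read, cut at about 30% in these data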; also: 0% is about no effect
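Agonism is scored from calcium flux in a force-coupled, inducible HEK293 cell line expressing D2, read kinetically for 180 s after compound addition against dopamine controls.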
Pin1 inhibitor: qHTS Assay to Find Inhibitors of Pin1; Peptidyl-prolyl cis-trans isomerase NIMA-interacting 1 (Homo sapiens), Q13526; Pin1 FP peptide displacement, HiFluor488, 10 min; Potency, µM (titrated, usually from 115 µM), inactives show at the top dose activity, negative = inhibition, actives largely listed as inhibitors; hit rate 0.009% among 390,000; active = well fitted inhibition curve with a large enough effect in the polarisation, with a control signal flat, not every such curve was filed as active; inconclusive = small, poorly fitted or top-dose-only effect, or effect the other way, or a change in a side signal; inactive = no such curve, though single readings can be large or run the other way; the % refers to the polarisation; also: potency is read from the fitted curve at half-maximal effect; % is scaled to controls: 0 for no effect and ±100 for the full control effect
Target sequence (Q13526 whole entry, looked up): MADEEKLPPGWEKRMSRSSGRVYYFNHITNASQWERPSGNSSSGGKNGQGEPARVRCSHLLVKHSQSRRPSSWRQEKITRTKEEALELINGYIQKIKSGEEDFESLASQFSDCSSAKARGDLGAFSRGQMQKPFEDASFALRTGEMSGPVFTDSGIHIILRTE
TrxR1 inh: qHTS Assay for Inhibitors of Mammalian Selenoprotein Thioredoxin Reductase 1 (TrxR1): qHTS; recombinant rTrxR1, NADPH fluorescence consumption, selenite substrate; hit rate 1% among 390,000; Potency, µM (highest dose often 114 µM), without a hit: at the highest dose activity change, negative = inhibition, hits mostly inhibitors; Thioredoxin reductase 1, cytoplasmic (Rattus norvegicus), O89049; also: potency is read from the fitted curve at half-maximal effect; % is scaled to controls: 0 for no effect and ±100 for the full control effect; nearly all actives have a fitted effect of over 65% in size
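Rat TrxR1 (90 nM in the dispensed reagent) was pre-reduced with 400 uM NADPH for 5 min at room temperature, then incubated with compound for 15 min. After 400 uM selenite was added, NADPH fluorescence (Ex 340/Em 450 nm) was followed for 8 min.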
TrxR1 substrate: qHTS Assay for Substrates of Mammalian Selenoprotein Thioredoxin Reductase 1 (TrxR1): qHTS. Potency, µM (series often up to 114 µM), for the others: top-dose activity change, negative = substrate turnover. purified TrxR1 substrate turnover, NADPH consumption readout. hit rate 0.01% among 390,000. Thioredoxin reductase 1, cytoplasmic (Rattus norvegicus), O89049; also: potency is read from the fitted curve at half-maximal effect; % is scaled to controls: 0 for no effect and ±100 for the full control effect; nearly all actives have a fitted effect of over 50% in size
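Rat TrxR1, dispensed at 90 nM, was prereduced with 400 uM NADPH (final) for 5 min at ~22 deg C, then incubated with compound 15 min before 400 uM selenite. A first-read NADPH fluorescence drop versus no-compound background flagged substrates.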
TRHR ag: qHTS for Small Molecule Agonists and Allosteric Enhancers of Human TRH Receptor: Primary Screen for Agonists. TRHR cells, calcium flux fluo-8, FDSS agonist mode. activation, % at 2 µM. hit rate 0.18% among 360,000; in the data active = activation above about 30%; also: 0% is about no effect
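Steps: seed TRHR cells overnight; add fluo-8 no-wash Ca dye, RT 30 min–1.5 h; record 10 s baseline; pin-transfer compounds; monitor fluorescence 1 cycle/s for the agonist window. Calcium increases flag candidate agonists.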
D2 antag: HTS Assay for Allosteric Antagonists of the Human D2 Dopamine Receptor: Primary Screen for Antagonists. AID 485344, 2010. inhibition, % at 10 µM. D(2) dopamine receptor (Homo sapiens), P14416. hit rate 2% among 340,000. HEK293 TREx D2 cells, calcium flux, dopamine EC80; in the data active = inhibition above about 30%; also: 0% is about no effect
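Calcium flux kinetic readout in an inducible HEK293 TREx D2 line plated overnight at 30 C. After 180 s compound exposure, an EC80 dopamine challenge follows with another 180 s kinetic read to detect antagonism.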
USP1-UAF1 inh: Inhibitors of USP1/UAF1: Primary Screen; Ubiquitin carboxyl-terminal hydrolase 1 (Homo sapiens), O94782; recombinant USP1/UAF1, Ub-Rhodamine cleavage fluorescence; Potency, µM (highest dose often 57.1 µM), for inactives: at the highest dose activity change, negative = inhibition, usual class: inhibitors; hit rate 0.23% among 390,000; also: potency is read from the fitted curve at half-maximal effect; % is scaled to controls: 0 for no effect and ±100 for the full control effect; nearly all actives have a fitted effect of over 60% in size; inactives centre near -12
Target sequence (O94782 whole entry, looked up): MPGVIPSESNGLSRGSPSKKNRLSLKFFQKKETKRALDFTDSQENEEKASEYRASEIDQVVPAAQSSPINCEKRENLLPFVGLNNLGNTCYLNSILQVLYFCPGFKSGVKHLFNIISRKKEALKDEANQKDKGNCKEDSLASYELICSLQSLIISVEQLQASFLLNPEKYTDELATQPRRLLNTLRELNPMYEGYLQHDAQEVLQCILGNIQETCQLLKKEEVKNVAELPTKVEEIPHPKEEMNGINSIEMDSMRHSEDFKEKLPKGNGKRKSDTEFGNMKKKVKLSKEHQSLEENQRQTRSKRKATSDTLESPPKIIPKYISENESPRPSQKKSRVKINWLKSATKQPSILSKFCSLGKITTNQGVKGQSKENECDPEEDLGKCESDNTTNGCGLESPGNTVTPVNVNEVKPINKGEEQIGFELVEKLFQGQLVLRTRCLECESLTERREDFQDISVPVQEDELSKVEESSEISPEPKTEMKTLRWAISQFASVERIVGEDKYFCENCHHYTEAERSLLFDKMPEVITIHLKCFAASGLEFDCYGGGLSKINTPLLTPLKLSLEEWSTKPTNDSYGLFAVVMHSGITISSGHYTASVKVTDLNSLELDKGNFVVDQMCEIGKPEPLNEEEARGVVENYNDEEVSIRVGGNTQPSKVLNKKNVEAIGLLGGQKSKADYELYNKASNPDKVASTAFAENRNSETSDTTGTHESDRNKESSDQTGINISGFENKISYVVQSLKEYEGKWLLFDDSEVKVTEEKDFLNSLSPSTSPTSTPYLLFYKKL
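In this screen, compounds sit with the deubiquitinase complex (1nM) for 15 min at room temperature before Ub-Rho is added at 150nM final. Fluorescence rise is then followed for 6 reads every 60 seconds.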
TRHR enhancer: qHTS for Small Molecule Agonists and Allosteric Enhancers of Human TRH Receptor: Primary Screen for Enhancers | Thyrotropin-releasing hormone receptor (Homo sapiens), P34981 | TRHR cells, fluo-8 calcium fluorescence, EC20 TRH enhancement | enhancement, % at 2 µM | hit rate 0.66% among 360,000; in the data active = enhancement above about 30%; also: 0% is about no effect
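Enhancer read-out: after compound pinning and an initial kinetic agonist-mode read, an EC20 of TRH (10 nM final) was injected and fluo-8 calcium signal (Ex 480/Em 530) followed at 1 s/cycle for 100 cycles in TRHR-expressing cells.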
IDH1 R132H inh: qHTS for Inhibitors of mutant isocitrate dehydrogenase 1 (IDH1): qHTS. Isocitrate dehydrogenase [NADP] cytoplasmic (Homo sapiens), O75874. IDH1-R132H enzyme, NADPH consumption, diaphorase/resazurin fluorescence. Potency, µM (series often up to 76.6 µM), for the others: top-dose activity change, negative = inhibition, usual class: inhibitors. hit rate 0.093% among 390,000. AID 602179, 2012; also: potency is read from the fitted curve at half-maximal effect; % is scaled to controls: 0 for no effect and ±100 for the full control effect; nearly all actives have a fitted effect of over 65% in size
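IDH1-R132H (0.5 ug/mL) preincubated 30 min with compound, then NADPH (0.016 mM) and alpha-KG (2 mM) added; 80 min at RT, pH 7.5. Remaining NADPH coupled via diaphorase/resazurin to fluorescence (540/590 nm); concentration-response curves normalized to no-enzyme control.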
Starred values were filed as active, the others as inactive; ? = inconclusive; nt = no result given; & = joins results of further samples; [ ] = dose if it differs, or a comment. Unless noted, calls follow the shape of the dose curve; as a rule, active = well fitted inhibition curve with a large enough effect; inconclusive = small, poorly fitted or top-dose-only effect; inactive = no such curve, though single readings can be large or run the other way. These rows are one share of the data, so the mix of outcomes need not match the whole.

SMILES	D2 agonist	Pin1 inhibitor	TrxR1 inh	TrxR1 substrate	TRHR ag	D2 antag	USP1-UAF1 inh	TRHR enhancer	IDH1 R132H inh
CC1CCCC(C)N1C(=O)CSc1ccc(-c2ccc3c(c2)OCCO3)nn1 (configuration not stated)	1.4	1%	12%	1%	-0.4	-5	-10%	-1	10%
O=C1CCC/C(=N/NC(=O)c2sc3ccccc3c2Cl)C1	nt	?	-3%	-6%	39*	nt	35%[activator]	4	8%
O=C(COc1ccc2c(c1)CCC2)N1CCc2ccccc21	nt	-8%	-10%	-9%	-0.1	nt	-9%	1	0%
CCN1CCN(C(=O)c2cc3c(=O)n4ccccc4nc3s2)CC1	0.2	-11%	92%	348%[activator]	0.6	2	-13%	11	-9%
COc1ccc(CC(=O)NCC2CCCCC2)cc1OC	-1.1	3%	17%	-2%	-1.6	1	-6%	8	9%
COc1ccc(C(=O)C2CCCN(Cc3ccc(C#CCCO)cc3)C2)cc1F (configuration not stated)	-2.5	1%	23%[57.1 µM]	10%[57.1 µM]	-1.1	-9	-17%	1	0%
Cc1cccc(Cn2c(SCc3ccc(C(=O)NCCc4ccccc4)cc3)nc3cccnc32)c1	1.6	26%	16%	3%	2.6	nt	-20%	-2	0%
COc1ccc(-n2nc(C(=O)NCC(=O)NCc3ccc(F)cc3)c3ccccc3c2=O)cc1	0.4	0%	-55%	62%	-2.1	5	-10%	3	5%
O=C(COc1ccc(F)cc1Br)NCC1(N2CCOCC2)CCCCC1	nt	1%	32%	6%	-0.3	nt	-6%	2	-3%
Cc1[nH]c2ccc(C(=O)N3CCC(C(N)=O)CC3)cc2c1C	nt	?	9%[57.1 µM]	8%[57.1 µM]	nt	nt	-17%	nt	0%
O=C(NCCC1=CCCCC1)c1cc(S(=O)(=O)N2CCCCC2)ccc1Cl	-0.9	?	3%	-3%	-0.7	-14	-22%	-7	4%
COc1ccc(C(NC(=O)c2cccc(F)c2)c2ccccc2)cc1 (configuration not stated)	-0.5	0%	1%	-7%	-0.4	11	-10%	-1	2%
O=C(Nc1ccc(NC(=O)c2ccc(S(=O)(=O)c3ccccc3)cc2)cc1)c1ccccc1	0.6	-1%	14%	6%	0.9	-9	-29%	-6	1%
CNC(=O)CCC(=O)Nc1ccc(C(=O)OC)cc1	2.1	-1%	2%	2%	0.0	1	-9%	0	4%
CCn1c2ccccc2c2cc(/C=N/NC(=O)c3ccccc3C)ccc21	-0.8	7%	25%	72%[activator]	-1.1	36*	-8%	0	-1%
S=C(NCc1cccs1)Nc1ccc(Cl)cc1	-0.3	?	2%	2%	0.6	13	-20%	2	3%
Cc1ccc(CN(C)C(=O)c2cccc(S(=O)(=O)N3CCN(c4ccccc4)CC3)c2)cc1	nt	22%	-4%	-10%	nt	nt	-18%	nt	-7%
CCOC(=O)N1CCN(C(=O)c2c(-c3ccccc3Cl)noc2C)CC1	5.3	2%	5%[57.1 µM]	1%[57.1 µM]	0.0	9	0%	-3	7%
CC(C)N1CCC(=O)NC1=O	nt	-6%	15%	-2%	nt	nt	10%	nt	-2%
Cc1cccc(-c2noc(-c3cccnc3NCc3ccccc3Cl)n2)c1	-1.1	68%[activator]	-15%	0%	0.0	nt	-29%	2	1%
Cc1ccc(N2CC(NC(=O)c3ccc(S(=O)(=O)N(C)C)cc3)CC2=O)cc1C (configuration not stated)	1.4	-5%	18%[57.1 µM]	3%[57.1 µM]	0.0	nt	0%	4	-9%
O=C(CSC1=N/C(=C/c2ccc(Cl)c(Cl)c2)C(=O)N1c1ccccc1F)NC1CC1	0.7	6%	?	18%	0.4	52*	-13%	-1	3%
Cc1ccc(CNC(=O)c2ccccc2NC(=O)CN2CCN(C)CC2)cc1	-0.2	-2%	12%	4%	0.2	10	-6%	-2	5%
Cc1cn(CC(=O)NCC(c2ccccc2)c2ccccc2)c(=O)[nH]c1=O	nt	-5%	23%	3%	nt	nt	-25%	nt	1%
COc1ccc(C(C)=O)c(OC(=O)c2ccco2)c1	0.5	-4%	13%	7%	0.5	19	3%	-1	-3%
COc1cccc(NS(=O)(=O)c2ccc(S(=O)(=O)N3CCCC3)cc2)c1	-0.2	6%	36%	10%	1.3	-18	-20%	-4	0%
CN(C)CCCn1c(SCC(=O)Nc2sc3c(c2C#N)CCCC3)nnc1-c1ccncc1	-0.2	-9%	?	-9%	-0.2	39*	-5%	-1	4%
COC(=O)c1sc(NC(=S)NC(=O)c2ccccc2C)nc1C	8.0	2%	5%[57.1 µM]	2%[57.1 µM]	16	14	-23%	-7	-9%
COc1cc(NC(=O)Cn2c(=O)cc(C)c3c(C)nn(-c4ccc(C)cc4)c32)cc(OC)c1	-0.8	2%	4%[57.1 µM]	-5%[57.1 µM]	-0.5	nt	1%	2	15%
Cc1ccc(OCC(=O)NNC(=O)c2cc(C)[nH]n2)cc1	0.3	-15%	-13%	-8%	0.0	-6	2%	6	1%
O=C1c2cccc3cccc(c23)C(=O)N1CCCN1CCN(c2ccc(F)cc2)CC1	nt	0%	15%	3%	-0.3	nt	-10%	3	7%
CCCCOP(=O)(c1ccc(N(C)C)cc1)C(O)c1ccc(N(C)C)cc1 (configuration not stated)	-0.5	5%	10%	-2%	0.8	-2	-12%	-2	-2%
CC(=O)c1cccc(NC(=O)C2CCCN(S(=O)(=O)c3ccccc3)C2)c1 (configuration not stated)	0.1	-1%	20%[57.1 µM]	10%[57.1 µM]	0.3	3	-11%	8	6%
COc1cccc(SCc2noc(C(=O)NCC3CC3)c2C(=O)NCC2CC2)c1	nt	-1%	12%[57.1 µM]	-5%[57.1 µM]	nt	nt	-34%	nt	10%
O=S1(=O)c2cccc3cccc(c23)N1Cc1nnc(-c2ccccc2Br)o1	0.6	29%	9%	21%	-0.3	5	-10%	-9	2%
COc1cccc(NC(=O)NCCN2CCCCC2)c1	0.6	-11%	7%	3%	0.2	12	-20%	4	1%
CC(C)Cn1cnc2sc3c(c2c1=N)CCCC3	0.5	3%	-9%	-10%	1.0	17	-5%	-3	-2%
COc1cccc(CC(=O)Nc2ccc(S(=O)(=O)N3CCCCC3)cc2)c1	nt	1%	15%	-3%	nt	nt	-16%	nt	-9%
Cc1ccccc1N(CC(=O)NC(C)(C)C)C(=O)CS(=O)CC(=O)Nc1ccc2c(c1)OCO2 (configuration not stated)	-2.5	-1%	18%	6%	-1.2	-12	-17%	-4	0%
Cc1cc(C)c2oc(C(=O)Nc3ccc(S(=O)(=O)N4CCCCC4)cc3)cc(=O)c2c1	1.0	-7%	16%	0%	0.2	nt	-19%	2	2%
N#Cc1cccnc1Nc1cccc(Cl)c1	0.6	-2%	14%	4%	0.2	1	-14%	-3	3%
COCCCN1C(=O)N(c2ccccc2)C(=O)C1CC(=O)Nc1ccc(F)cc1 (configuration not stated)	0.4&0.3	0%&0%	18%&11%	-3%&-4%	0.2&1.6	-15	-13%&5%	0&1	-3%&0%
C=CC[C@]12C[C@@H](OC)C(=O)C=C1O[C@@H](c1ccc(OC)c(OC)c1)[C@H]2C	nt	-1%	5%	-2%	nt	nt	-7%	nt	-13%
CCOC(=O)N1CCC(NS(=O)(=O)c2cc(Br)cnc2N)CC1	0.6	-1%	28%[57.1 µM]	4%[0.457 µM]	-0.2	-9	-2%	10	6%
COc1ccc(CNc2nc3ccccc3c3nc(-c4ccccc4)nn23)cc1	nt	8%	45%[activator]	8%	0.5	nt	-3%	5	-10%
CCOc1ccccc1NC(=O)CSc1nccn1-c1cccc(C)c1	0.6	0%	28%[57.1 µM]	-2%[57.1 µM]	-0.4	nt	-32%	-4	35%[activator]
O=C(NCC(=O)N1CCN(c2ccccc2O)CC1)c1ccc(Br)o1	-0.7	-2%	7%	-5%[57.1 µM]	-0.1	5	-7%	-1	-4%
CSc1ncccc1C(=O)Nc1ccccc1N1CCOCC1	nt	-1%	-21%	-2%	nt	nt	0%	nt	0%
Cc1scc(C(=O)O)c1-c1c(C(=O)O)csc1C	0.3	-4%	15%	4%	-0.3	-12	-17%	5	-3%
COc1ccc(/C=C2/C(=O)N(c3ccccc3)N=C2C)cc1Br	0.6	-9%	?	-5%	0.0	4	-25%	-5	2%
N#CCC(=O)N/N=C/c1cn(Cc2ccc(Cl)cc2Cl)c2ccccc12	0.1	5%	14%[57.1 µM]	0%[57.1 µM]	0.9	-6	-17%	-5	-3%
CCOC(=O)C1CSC(CC(=O)Nc2ccc(Cl)cc2)C(=O)N1 (configuration not stated)	0.3	-6%	-9%	1%	-0.2	-6	-8%	0	-2%
O=C(c1ccc2ccccc2c1)N1CCOCC1	-1.0	6%	11%[57.1 µM]	1%[57.1 µM]	0.1	-7	-14%	-1	2%

Whole records from above. Order of values: D2 agonist | Pin1 inhibitor | TrxR1 inh | TrxR1 substrate | TRHR ag | D2 antag | USP1-UAF1 inh | TRHR enhancer | IDH1 R132H inh
`N#CCC(=O)N/N=C/c1cn(Cc2ccc(Cl)cc2Cl)c2ccccc12` reads 0.1 | 5% | 14%[57.1 µM] | 0%[57.1 µM] | 0.9 | -6 | -17% | -5 | -3%
`Cc1scc(C(=O)O)c1-c1c(C(=O)O)csc1C` reads 0.3 | -4% | 15% | 4% | -0.3 | -12 | -17% | 5 | -3%
